Screening results as filed in PubChem BioAssay.
Pf Dd2 growth: qHTS Primary assay for Inhibitors of Plasmodium falciparum Dd2 growth in vitro; Potency, µM (titrated, usually from 28.9 µM), inactives show at the top dose activity, negative = inhibition, most hits filed as inhibitors; 120,000 tested, 4.3% active; P. falciparum Dd2 growth, SYBR Green, 72 h; active = well fitted inhibition curve with a large enough effect; inconclusive = small, poorly fitted or top-dose-only effect; inactive = no such curve, though single readings can be large or run the other way;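 also: plate controls were DMSO vehicle for no effect and reference drug for full effect; nearly all actives have a fitted effect of over 65% in size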
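Infected erythrocytes (Dd2, 0.3% parasitemia, 2.5% hematocrit final) are added to compound in RPMI-1640/Albumax II medium, grown 72 h at 37C in low oxygen, then lysed with saponin/Triton-X containing SYBR Green and read by fluorescence.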
The depositor's hits bear a star; i = inactive; u = inconclusive; ! = not active in a repeat; [ ] = dose if it differs, or a comment. Potency is read from the fitted curve at half-maximal effect.

| smiles | Pf Dd2 growth |
| --- | --- |
| Cc1noc(C)c1-c1cc2c(c(-c3cccc(S(C)(=O)=O)c3)c1)C(=O)N(C)C2 | i |
| CCCNC(=O)C1COC2(CCN(C(=O)c3cccc(F)c3)CC2)N1C(=O)c1cccc(OC)c1 (stereo not given) | i |
| Cc1ccc(Cn2c(C(=O)O)c(CNCc3ccc(C)o3)c3ccc(C)cc32)cc1 | u |
| Cc1cccc(N2CCN(S(=O)(=O)c3c(C)nc4scc(C)n4c3=O)CC2C)c1 (stereo not given) | 50.6%[activator][0.594 µM] |
| COc1ccccc1-c1cc(-c2cn[nH]c2)c2cncn2c1 | 12.6µM* |
| COc1ccc(Cl)cc1-c1ccc2c(c1)C(=O)N1CCN(C(=O)CN)C[C@H]1C(=O)N2 | i |
| O=C(NC1CC1)[C@@H]1C[C@H](Oc2cccnc2)CN1C(=O)COc1ccccc1 | 23.9% |
| CCOc1ccc(CN(CCc2ccc3c(c2)OCO3)Cc2ccc(OC)c(Br)c2)cc1 | u |
| COC(=O)c1ccc(NC(=O)CN(CCc2ccccc2)S(=O)(=O)c2ccc(OC)cc2)cc1 | -8.3% |
| COc1cccc(Nc2cc(C)nc3nc(-c4ccc(Cl)cc4)nn23)c1 | 15.9% |
| O=C(O)CCC(=O)N1CCC2(CC1)CC(c1cccnc1)=NO2 | 5.5% |
| c1ccc(-c2noc(-c3cncnc3NCC3CCCCC3)n2)cc1 | u |
| CCOc1ccc(NS(=O)(=O)c2ccc3[nH]cc(C(=O)NC4CCCC4)c(=O)c3c2)cc1 | u |
| O=C(c1ccco1)N1CCC(N2C(=O)C(O)C23CCCCC3)CC1 (stereo not given) | -16.6% |
| COc1ccc(OC)c(CNC(=O)[C@H]2CCC[C@H]2NC(=O)c2cnc(C)cn2)c1 | 6.9% |
| c1cc(Cn2cncn2)cc(-n2ccnc2-c2cc3n(n2)CCCNC3)c1 | -0.8% |
| COC(=O)N1CCCC(c2nn(-c3ccc(F)cc3)c(=O)[nH]2)C1 (stereo not given) | i |
| Cc1cccc(-c2nc(SCc3cc(=O)c4c(C)cc(C)cc4[nH]3)n[nH]2)c1 | i |
| COc1cccc(CN2C[C@@H](CO)[C@H](c3ccncc3)C2)c1OC | u |
| Cc1cccc(C(C)C)c1NC(=O)C(NS(=O)(=O)c1cccc2nsnc12)c1ccccc1 (stereo not given) | -8.9% |
| CCn1cnnc1-c1nn(C)c2c1CN(C(=O)c1n[nH]c3c1CCCCCC3)CC2 | u |
| CCCS(=O)(=O)c1nc(S(=O)(=O)c2ccc(C)cc2)c(NC(C)c2ccccc2)s1 (stereo not given) | i |
| Cc1ccc2nc(CO[C@H]3CN(CC(C)(C)C)C[C@H]3F)[nH]c2c1 | u |
| COc1ccc2c(c1)CC(NC(=O)Nc1ccc(NC(C)=O)cc1)CO2 (stereo not given) | -13.1% |
| CCn1c(=O)cc(SCC(=O)NCc2cccc(Cl)c2)c2ccccc21 | -14.7% |
| O=C1NCCCCCCN(C(=O)CC2CCCC2)[C@@H]2CCCC[C@H]12 | -13.4% |
| O=c1ccc(-c2cc(-c3cccc(N4CCOCC4)c3)cn3cncc23)c[nH]1 | 7.94µM* |
| CCSc1ncc(Cl)c(C(=O)Nc2c(C(=O)c3ccccc3)oc3ccccc23)n1 | 24.1% |
| COc1ccc(C(=O)N2CCCN(c3cc(-c4ccc(F)cc4)[nH]n3)CC2)cc1OC | u |
| Cc1ccccc1NC(=O)CCn1cnc2onc(-c3ccc(F)cc3)c2c1=O | i |
| COc1cccc(-c2cc(C(F)(F)F)n3nc(-c4ccc(C)cc4)cc3n2)c1 | 21.2% |
| Cc1cc(C)n(CCC(=O)N2CCC3(CC2)CC(N(C)Cc2ccccc2)CCO3)n1 (stereo not given) | -28.7% |
| O=Cc1ccccc1-c1ccc(O)cc1 | -17.9%[44.1 µM] |
| CCCN1C(C(=O)c2ccccc2)=C(OC(=O)COc2ccc(C)cc2)c2ccccc2S1(=O)=O | u |
| O=c1c2c(n(Cc3cccnc3)n1CCc1ccccc1)CN(Cc1ccc3c(c1)CCO3)CC2 | u |
| Cc1ccc(S(=O)(=O)c2nnn3c2nc(NCc2ccc4c(c2)OCO4)c2sccc23)cc1C | 3.9% |
| Cc1nc(-c2cccs2)cc([C@H]2CN3CC[C@H]2C[C@@H]3CNC(=O)c2ccc(C(F)(F)F)cc2)n1 | u |
| O=C(c1nnn2c1COC(c1ccccc1)C2)N1CCN(C(=O)C2(c3ccccc3)CC2)CC1 (stereo not given) | -12.7% |
| O=C(CC1CCN(C(=O)c2ccccc2F)C1)NC1CC1 (stereo not given) | 2.1% |
| CCn1nccc1C(=O)N1c2ccccc2CC1c1nnc(C2CCOCC2)o1 (stereo not given) | u |

Pulled one by one from the list above, six records:
| smiles | Pf Dd2 growth |
| --- | --- |
| CCOc1ccc(CN(CCc2ccc3c(c2)OCO3)Cc2ccc(OC)c(Br)c2)cc1 | u |
| CCSc1ncc(Cl)c(C(=O)Nc2c(C(=O)c3ccccc3)oc3ccccc23)n1 | 24.1% |
| c1cc(Cn2cncn2)cc(-n2ccnc2-c2cc3n(n2)CCCNC3)c1 | -0.8% |
| COC(=O)N1CCCC(c2nn(-c3ccc(F)cc3)c(=O)[nH]2)C1 (stereo not given) | i |
| COC(=O)c1ccc(NC(=O)CN(CCc2ccccc2)S(=O)(=O)c2ccc(OC)cc2)cc1 | -8.3% |
| Cc1ccccc1NC(=O)CCn1cnc2onc(-c3ccc(F)cc3)c2c1=O | i |

Two consecutive entries already listed, quoted:
| smiles | Pf Dd2 growth |
| --- | --- |
| Cc1ccccc1NC(=O)CCn1cnc2onc(-c3ccc(F)cc3)c2c1=O | i |
| COc1cccc(-c2cc(C(F)(F)F)n3nc(-c4ccc(C)cc4)cc3n2)c1 | 21.2% |

New compounds follow
| smiles | Pf Dd2 growth |
| --- | --- |
| O=C(CSCc1ccc(F)cc1)N1CCN(c2ccc(Cl)cc2)CC1 | i |
| CCN(CCCNC(=O)c1cc2cc3ccc(C)cc3nc2s1)c1ccccc1 | i |
| CNC(=O)C1CCC(Cn2c(=O)c3sccc3n(CC(=O)NCc3ccc(F)cc3)c2=O)CC1 (stereo not given) | -10.5% |
| Cc1ccc(-c2noc(CSc3nnc(Cc4ccccc4)n3-c3cccc(C)c3)n2)cc1 | 9.5% |
| COc1ccccc1CNS(=O)(=O)c1ccc(N2CCCCS2(=O)=O)cc1 | 8.0% |
| O=C(c1ccccc1OC(F)(F)F)N1CCC(c2n[nH]c(=O)n2-c2ccccc2)CC1 | -5.2% |
| COc1ccc(-c2ccc3c(n2)c(=O)ncn3CC2CC2)cc1OC | -11.5%[44.1 µM] |
| COC(=O)c1ccccc1NC(=O)c1ccc2c(c1)CCN2S(=O)(=O)c1ccc(C)cc1 | 31.3%[activator] |
| COc1ncccc1-c1cc(C(=O)N2CCOCC2)c2c(c1)ncn2C | 15.2%[44.1 µM] |
| CC1(C)[C@H]2CC[C@@H](CNC(=O)c3cccc(Br)c3)[C@@H]1C2 | 11.2µM* |
| CCC1CCCCN1C(=O)Cn1c(=O)cc(C(F)(F)F)c2c(C)nn(C)c21 (stereo not given) | -23.2% |
| CN1CC(=O)N(C2CCNC2)Cc2c(NCCCN3CCCCC3)ncnc21 (stereo not given) | 6.0% |
| O=C(CC1CCN(S(=O)(=O)c2cccc(F)c2)C1)NCc1ccccc1 (stereo not given) | -5.7% |
| COc1ccc(-c2cc(C)no2)cc1S(=O)(=O)N1CCOc2ccccc21 | i |
| O=C(c1ccco1)N1CCCC(c2nn[nH]n2)C1 (stereo not given) | 17.4% |
| Cc1cccc(-c2nocc2CCC(=O)NCc2ccccc2F)c1 | -20.3% |
| COc1cc2c(cc1Oc1ccccc1)NC(=O)C21CCN(C(=O)c2scnc2C)CC1 | i |
| O=C(NCc1ccccc1)N1CC[C@H]2COC(=O)N2c2cc(F)ccc2C1 | 15.5%[44.1 µM] |
| CCN(CC)C(=O)c1c(NC(=O)c2ccccc2F)sc2c1CCC(C(C)(C)C)C2 (stereo not given) | u |
| CCCc1cnc(C)nc1N1CCC(Oc2ccccc2OC)(C(=O)O)CC1 | -21.1% |
| COc1cccc(-c2n[nH]c3c2CC(=O)N(CCc2ccncc2)C3)c1OC | 0.5%[44.1 µM] |
| Cc1noc([C@H]2CCN(S(=O)(=O)c3ccc4c(c3)CCC4)C[C@H]2NC(=O)C2CC2)n1 | -17.3% |
| COC(=O)[C@H](Cc1ccc(OC)cc1)NC(=O)[C@H]1CN(C(C)=O)CCN1S(=O)(=O)c1ccccc1 | -26.0% |
| Cn1cc(CN2C[C@@H](CO)[C@H](NC(=O)C3CCC3)C2)c2ccccc21 | u |
| COC(=O)N1CCC2(C1)C(=O)N(CCc1ccccc1)c1ccccc12 (stereo not given) | 12.6µM*! |
| O=C1CCN(S(=O)(=O)c2ccccc2)CCCC(C(=O)N2CCOCC2)CCN1 (stereo not given) | -7.8% |
| CCN(CC)CCNc1nc(C)nc2c1c(C)nn2C | 5.9% |
| Cc1cccc(C(=O)N[C@@H]2CN(Cc3cccnc3)C[C@H]2CN(C)C)c1 | -14.6% |
| CC(=O)N1CCC(n2c(C)cnc2-c2ccccc2)CC1 | 7.7% |
| COc1cc(C(=O)NCCSc2c(C)[nH]c3ccccc23)cc(OC)c1OC | -21.2% |
| COCC1(CNCc2cnn(C)c2)C[C@@H](O)[C@@H](O)C1 (stereo not given in full) | 0.3%[44.1 µM] |
| CCOc1ccc(CNC(=O)c2ccc(NC(=O)N3CCCCc4ccccc43)cc2)cc1 | 9.2% |
| COc1ccc(CN2CCC3(CC(=O)Nc4ccccc4N3)C2)cc1 (stereo not given) | u |
| N#Cc1cccnc1N1CC[C@@H](N2CCC(O)CC2)[C@H](O)C1 | -3.8% |
| O=C(c1ccccc1)N1CCC(NCc2cnn(-c3cccc(F)c3)c2)CC1 | u |
| Cc1ccsc1C(=O)N1CCC(CC(=O)NCc2ccccc2)C1 (stereo not given) | 1.1% |
| Cn1cc(-c2cn(C)c(=O)n3cc(COc4ccc(Cl)cc4)nc23)cn1 | i |
| CCCNC(=O)N(C1CCOCC1)C1CCN(C(=O)c2ccc(Cl)s2)CC1 | -0.6% |
| CCn1nc(CC(C)C)cc1C(=O)N1CCN(CCn2cccc2)CC1 | u |
| CC(C)n1c(C2CCN(C(=O)Cc3cccc(F)c3)CC2)nn(C)c1=O | 18.5% |
| O=C(NC1CCc2nn(CC3CC3)c(=O)n2CC1)c1cc(C2CC2)[nH]n1 (stereo not given) | -8.5% |
| COc1ccc(S(=O)(=O)N2C[C@@H](F)C[C@H]2C(=O)N2CCOCC2)cc1 | 48.4%[activator] |
| CN1CC2(CCN(C(=O)c3ccccc3C3CCNC3)CC2)CC1=O (stereo not given) | 10.2% |
| CN(C)[C@H]1CCN(C(=O)c2ccc(SCCO)cc2)C[C@H]1CCC(=O)O | -4.9% |
| CCOc1cc(CNC(=O)c2ccc3nc(CCc4ccccc4)oc3c2)ccc1OC | 59.1%[activator] |
| Cc1ccc(NC(=O)Cn2cc(S(=O)(=O)N3CCCC3)c(S(=O)(=O)N3CCCC3)c2)cc1C | -27.8% |
| N#Cc1ccc(CN2C[C@@H]3C[C@H]2C(=O)N(Cc2ccccc2)c2ccccc2O3)cc1 | u |
| O=C(Cn1nc2c(cc1=O)CCCCC2)NC1CCN(C(=O)c2cc3ccccc3[nH]2)CC1 | u |
| COc1cccc(-c2ccccc2NC(=O)C2CCN(c3nccnc3C)CC2)c1 | u |
| CN(C)c1ccc(C(=O)N2CC[C@@H](CC(=O)O)[C@@H](CCN3CCN(c4ccc(F)cc4)CC3)C2)cc1 | 2.3% |
| Cc1cn2cc(C(=O)N(C)CCC(O)c3ccccc3)ccc2n1 (stereo not given) | 1.8% |
| O=C(O)CCC(=O)N1Cc2ccccc2CC2(CCCN(Cc3ccncc3)C2)C1 (stereo not given) | 0.2% |
| O=C(CCC1CCN(Cc2cccc3c2OCO3)CC1)NCc1cccc(C(F)(F)F)c1 | u |
| CCO[C@H]1CN(C(=O)Cc2c(C)[nH]c3c(F)cccc23)C[C@@H]1O | -5.1% |
| O=C(Cn1cccc1-c1nc(-c2ccccc2)no1)NCc1ccc(F)cc1Cl | i |
| O=c1[nH]c(C2CCCN(Cc3ccsc3)C2)nn1-c1ccccc1 (stereo not given) | i |
| CN(C)C[C@@H]1CN(c2ccncn2)C[C@H]1NS(=O)(=O)Cc1cccc(F)c1 | i |
| COc1ccc(OC)c([S+](=O)([O-])c2nnn3c2nc(N2CCC(F)CC2)c2ccccc23)c1 | u |
| CO[C@@H]1C[C@H]2C(=O)Nc3ccc(-c4ccccc4F)cc3C(=O)N2C1 | -20.0%[44.1 µM] |
| COc1ccc(-c2noc(-c3cccn3CC(=O)Nc3cc(C)c(Cl)cc3OC)n2)cc1F | u |

(list continues)
| smiles | Pf Dd2 growth |
| --- | --- |
| O=C(Nc1ccc2nc(SCC(=O)N3CCCC3)sc2c1)c1ccc(Br)cc1 | u |
| COc1ccc(CNS(=O)(=O)c2ccc(C(=O)N(C)C)s2)cc1 | 53.3%[activator] |
| c1ccc(NCCN2CCCC2)cc1 | -12.2%[44.1 µM] |
| O=C(NCc1ccco1)N1CCC(OC2CCN(Cc3ccccc3)CC2)CC1 | 231.1%[activator] |
| Cc1c(C)c2c(cc(C)c3c(-c4ccccc4)coc32)oc1=O | 6.6% |
| Cn1cc(CN2CCN(C(=O)COc3ccccc3)CC2)ccc1=O | 5.7% |
| Cc1ccc(C)c(N2CCN(C(=O)C3CCC(CNS(=O)(=O)c4cccs4)CC3)CC2)c1 (stereo not given) | i |
| COc1ccc(NC(=O)C2CCC(CNS(=O)(=O)c3csc(C(N)=O)c3)CC2)cc1 (stereo not given) | 7.6% |

Only part of the results is shown, so the mix of outcomes need not match the whole.
